HSF-1 act – increases HSF-1 driven luciferase reporter signal. activation, % at 9 µM. NIH3T3-HGL HSF-1 luciferase reporter, MG132, 8 h; 100% = twice DMSO control signal. actives 1.7% (n = 300,000);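 active means mean replicate activation of at least 50% with a set share of replicates each reaching 50%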;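 further: 0% = median of the neutral control wells and 100% = twice that signal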
KLF5 inhibitor – suppresses KLF5 promoter-driven expression; DLD-1 KLF5 promoter-luciferase reporter, luminescence; inhibition, % at 5 µM; actives 0.23% (n = 290,000); AID 1700;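 active means inhibition above a per-plate limit of that plate's mean compound inhibition plus 3 SD, cut at about 60% in these data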;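 further: 0% = DMSO wells and 100% = LY294002 at 200 µM; higher means less KLF5 promoter-driven luciferase light; inactives centre near -14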
IEC-6 tox – kills IEC-6 intestinal cells in KLF5 counter-screen; IEC-6 cytotoxicity, luminescence viability; inhibition, % at 5 µM; actives 0.78% (n = 290,000); AID 1825; in the data active means inhibition above about 22%;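 further: 0% = plate median of test compound wells and 100% = cytotoxic reference compound wells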
HSP90 refold inh – inhibitors of HSP90 luciferase refolding in rabbit reticulocyte lysate; luciferase refolding luminescence, 3 h; inhibition, % at 5.6 µM; actives 0.91% (n = 290,000); AID 1789;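 active means inhibition above the screen-wide mean plus 3 SD, computed separately per campaign, cut at about 16% in these data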;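 further: 0% = DMSO wells and 100% = 60 µM geldanamycin wells; inhibitors lower the luminescence because luciferase stays unfolded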
aSyn UTR inh – 5' untranslated region of α-synuclein, MLPCN primary screen; alpha-synuclein 5'UTR reporter, inhibitor activity; inhibition, % (tested at 7.5 µM); actives 0.82% (n = 300,000); in the data active means inhibition above about 60%;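 further: H4 neuroglioblastoma cells stably carrying SNCA 5'UTR luciferase fusion; 0% = DMSO wells and 100% = positive control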
GSK3B inh – blocks human GSK3beta kinase activity. P49841. GST-GSK3beta kinase, ADP-Glo luminescence, 60 min; hits give low values. activity score (negative = inhibition), % at 10 µM. actives 0.038% (n = 300,000);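 active means more than half of replicate wells score below -50%, meaning over 50% inhibition versus plate controls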;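 further: 0% = median DMSO wells and -100% = median GW8510 positive control wells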
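Assay system: GST-tagged human GSK3beta kinase, cell-free; Input: 1.6 ng GSK3beta; Medium: Tris/MgCl2 kinase buffer; Timing: 60 min enzyme reaction, room temperature; Signal: ADP-Glo luminescence quantifying ADP generated by kinase; Evaluation: score relative to plate controls; Benchmarks: DMSO neutral wells and GW8510 at 20 µM as positive.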
Platelet DG rel – modulates dense granule release in human platelets; inhibition, %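 (compounds screened at 7.5 µM in platelet-rich plasma)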; human platelet-rich plasma, SFLLRN dense granule ATP release, luminescence; actives 0.22% (n = 300,000);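 active means mean replicate score, as percent of positive control, at or above 50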
GSK3 alpha inh – human GSK-3 alpha kinase inhibition; P49840; ADP-Glo luminescence, 60 min; inhibition, % at 10 µM; actives 0.1% (n = 320,000);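 in the data active means inhibition above about 50%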;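 further: GST-tagged GSK-3 alpha with peptide substrate and 25 µM ATP; 0% = DMSO neutral wells and 100% = GW8510 positive control wells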
Target sequence (P49840 whole entry, looked up): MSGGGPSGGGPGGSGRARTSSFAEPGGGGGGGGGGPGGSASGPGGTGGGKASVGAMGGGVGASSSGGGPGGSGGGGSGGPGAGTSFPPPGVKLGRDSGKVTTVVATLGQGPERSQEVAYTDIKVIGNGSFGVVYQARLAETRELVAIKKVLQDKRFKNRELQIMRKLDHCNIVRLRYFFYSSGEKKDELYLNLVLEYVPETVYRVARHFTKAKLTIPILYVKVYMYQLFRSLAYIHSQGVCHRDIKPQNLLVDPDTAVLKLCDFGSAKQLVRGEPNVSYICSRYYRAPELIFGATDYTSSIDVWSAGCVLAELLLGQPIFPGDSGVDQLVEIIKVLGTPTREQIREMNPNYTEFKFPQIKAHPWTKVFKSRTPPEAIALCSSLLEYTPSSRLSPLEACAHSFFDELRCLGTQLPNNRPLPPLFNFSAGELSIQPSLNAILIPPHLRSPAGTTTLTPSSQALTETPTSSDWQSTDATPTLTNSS
DYRK1A inh – inhibitors of rat Dyrk1A kinase; Q63470; actives 0.43% (n = 310,000); ADP-Glo luminescence, NFATc1 peptide; inhibition, % at 12.5 µM; AID 504441; in the data active means inhibition above about 50%;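 further: plate controls were vehicle with enzyme for no effect and no enzyme for full effect; many of its hits are not listed in these tables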
HSF1 inhib – HSF1 inhibition. AID 2098. actives 0.77% (n = 300,000). NIH3T3-HGL HSE-luciferase, MG132-induced, luminescence 8 h; hits give low values. activity change, negative = inhibition, % at 7.5 µM (by protocol);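 active means more than half of replicate wells show activity change below -50%, luminescence cut by over half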;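 further: luciferase reports HSF-1 transcriptional activity via heat shock element; 0% = median of DMSO wells and -100% = zero luminescence signal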
The depositor's hits bear a star; . = no result given.

The line under a structure holds: HSF-1 act, KLF5 inhibitor, IEC-6 tox, HSP90 refold inh, aSyn UTR inh, GSK3B inh, Platelet DG rel, GSK3 alpha inh, DYRK1A inh, HSF1 inhib
Nc1ccc(-c2nc3ncccc3o2)c(Cl)c1
    25.2, -96.0, 0.5, 1.6, -103.8, 5.7, 6.3, -1.4, 6.6, 16.0
CCOC(=O)CNC(=O)N1CCCC(Cc2ccccc2)(C(=O)OCC)C1 (stereo unspecified)
    -36.1, -9.2, 3.7, 5.6, 0.3, -0.9, -5.3, -0.8, ., -10.6
Cc1ccc(C(=O)c2c3ccc(C(F)(F)F)cc3[n+]([O-])n2CCCC(N)=O)cc1
    -21.6, ., ., ., -45.9, -1.4, -0.5, 0.6, 2.8, 0.7
CNc1nc(N)c([N+](=O)[O-])c(NCc2ccccc2)n1
    16.2, -21.5, 6.1, -1.9, 38.9, 1.2, -8.9, -5.6, 0.2, -2.1
O=C1OC(c2ccc3c(c2)OCO3)=N/C1=C\c1ccc(C(=O)O)cc1
    -6.1, -26.5, -30.0, -1.4, -7.2, -2.0, -0.4, 0.3, ., -1.5
CCc1ccccc1NC(=O)N1CCCC(CCC(=O)N(C)CCc2ccccn2)C1 (stereo unspecified)
    7.1, 1.6, -3.3, 2.1, 13.4, 1.5, -0.5, -4.5, -7.8, -3.2
CCc1c(C)nc(N2CCN(c3ccccc3F)CC2)[nH]c1=O
    13.3, -19.0, 7.7, 2.2, 4.8, -5.6, -4.7, 6.9, -9.0, -2.1
Cn1c(=O)n(CCO)c(=O)c2c1nc(Br)n2Cc1ccccc1
    -18.9, -24.8, -3.6, -1.2, 23.0, 1.3, -1.4, -4.5, -2.0, -7.5
CC(C)Cc1ccc(CN2CCCC(NC(=O)CCCN3CCCC3=O)C2)cc1 (stereo unspecified)
    -15.3, -4.2, -14.5, 4.0, -9.6, 0.7, -10.5, -1.6, -6.7, -0.7
CSc1ccc(CN(C)C(=O)CCNS(=O)(=O)c2ccc(C)c(C)c2)cc1
    6.0, ., ., ., 17.5, 2.5, 7.9, -1.8, 13.2, -1.3
CCOc1cc(N2CCOCC2)c(OCC)cc1NC(=O)Cc1cn2ccsc2n1
    -8.6, -9.5, -2.3, 2.9, 7.0, -0.9, 2.6, ., 3.0, 0.2
COc1ccc(C)cc1NC(=O)c1nnn(Cc2cccc(F)c2)c1N
    5.0, 48.5, 10.4, 0.0, 48.1, 1.1, -7.6, -0.3, -2.4, -0.5
COc1ccc(-n2cnnc2SCC(=O)Nc2ccc(C(N)=O)cc2)cc1
    -12.3, -20.9, 3.8, -0.8, 19.2, -3.2, 1.0, -1.6, -6.5, -5.8
Cc1ccc(C)c2[nH]c(=O)c(C(c3nnnn3Cc3ccco3)N3CCc4ccccc4C3)cc12 (stereo unspecified)
    11.9, 2.5, 8.4, 5.7, 16.9, -0.6, -7.6, 2.2, -6.9, 4.2
CC1=C(C(=O)OC(C)C)C(c2ccc(C)o2)C(C(=O)OC(C)C)=C(C)N1
    0.6, -33.4, 4.6, -3.6, 3.9, 0.8, -6.8, -0.9, -0.9, 0.1
Cn1c(=NC(=O)CSCC(=O)N2CCCCC2)sc2ccccc21
    6.4, -6.8, -2.7, 1.9, -1.7, 1.1, -1.7, 0.4, 1.4, 8.3
C=Cn1c(C(=O)O)cc(CC)c1-c1ccccc1
    -19.8, 14.7, 4.9, 3.8, 10.6, 2.8, 10.9, -4.8, -1.0, 1.7
Cc1cc(C)c(C)c(S(=O)(=O)Nc2ccc(C(=O)N3CCCC3)cc2)c1C
    13.6, -12.2, -0.6, 0.7, 7.3, 2.0, -0.1, -1.3, 4.4, -1.2
Cc1ccc(C(=O)NCC(=O)NCC(=O)OCC(=O)c2ccc(Br)cc2)cc1
    -13.7, 0.2, -5.5, 1.9, 4.6, 1.2, -8.7, 2.0, -2.1, -8.1

Twelve entries from above, in CSV form:
SMILES,HSF-1 act,KLF5 inhibitor,IEC-6 tox,HSP90 refold inh,aSyn UTR inh,GSK3B inh,Platelet DG rel,GSK3 alpha inh,DYRK1A inh,HSF1 inhib
Nc1ccc(-c2nc3ncccc3o2)c(Cl)c1,25.2,-96.0,0.5,1.6,-103.8,5.7,6.3,-1.4,6.6,16.0
CCOC(=O)CNC(=O)N1CCCC(Cc2ccccc2)(C(=O)OCC)C1 (stereo unspecified),-36.1,-9.2,3.7,5.6,0.3,-0.9,-5.3,-0.8,.,-10.6
Cc1ccc(C(=O)c2c3ccc(C(F)(F)F)cc3[n+]([O-])n2CCCC(N)=O)cc1,-21.6,.,.,.,-45.9,-1.4,-0.5,0.6,2.8,0.7
CNc1nc(N)c([N+](=O)[O-])c(NCc2ccccc2)n1,16.2,-21.5,6.1,-1.9,38.9,1.2,-8.9,-5.6,0.2,-2.1
O=C1OC(c2ccc3c(c2)OCO3)=N/C1=C\c1ccc(C(=O)O)cc1,-6.1,-26.5,-30.0,-1.4,-7.2,-2.0,-0.4,0.3,.,-1.5
CCc1ccccc1NC(=O)N1CCCC(CCC(=O)N(C)CCc2ccccn2)C1 (stereo unspecified),7.1,1.6,-3.3,2.1,13.4,1.5,-0.5,-4.5,-7.8,-3.2
CCc1c(C)nc(N2CCN(c3ccccc3F)CC2)[nH]c1=O,13.3,-19.0,7.7,2.2,4.8,-5.6,-4.7,6.9,-9.0,-2.1
Cn1c(=O)n(CCO)c(=O)c2c1nc(Br)n2Cc1ccccc1,-18.9,-24.8,-3.6,-1.2,23.0,1.3,-1.4,-4.5,-2.0,-7.5
CC(C)Cc1ccc(CN2CCCC(NC(=O)CCCN3CCCC3=O)C2)cc1 (stereo unspecified),-15.3,-4.2,-14.5,4.0,-9.6,0.7,-10.5,-1.6,-6.7,-0.7
CSc1ccc(CN(C)C(=O)CCNS(=O)(=O)c2ccc(C)c(C)c2)cc1,6.0,.,.,.,17.5,2.5,7.9,-1.8,13.2,-1.3
CCOc1cc(N2CCOCC2)c(OCC)cc1NC(=O)Cc1cn2ccsc2n1,-8.6,-9.5,-2.3,2.9,7.0,-0.9,2.6,.,3.0,0.2
COc1ccc(C)cc1NC(=O)c1nnn(Cc2cccc(F)c2)c1N,5.0,48.5,10.4,0.0,48.1,1.1,-7.6,-0.3,-2.4,-0.5

Some of the compounds tested; the hit share may differ from the screen's.
